Screening results (PubChem BioAssay)
All columns: NCI-60 one-dose screen, growth in % after 48 h at 10 µM unless noted; 100 = growth as untreated, 0 = no growth, -100 = all killed.
HOP-62 = HOP-62 NSCLC; 3.9% of 80,000 active; AID 1794735
M14 = M14 melanoma. 6.2% of 80,000 active. AID 1794745
HOP-92 = HOP-92 NSCLC cells; 6.3% of 71,000 active
EKVX = EKVX NSCLC; 3% of 71,000 active; AID 1794765
MOLT-4 = MOLT-4 leukemia cells | 6.9% of 80,000 active | AID 1794779
RPMI-8226 = RPMI-8226 leukemia cells; 7.5% of 77,000 active; AID 1794781
CCRF-CEM = CCRF-CEM leukemia. AID 1794778. 7% of 77,000 active
A549/ATCC = A549/ATCC NSCLC; AID 1794740; 3.7% of 81,000 active
The depositor's hits bear a star; x = no result given. The calls were made as follows: active = growth percent below 10; inactive = the rest.

Screens by letter: A = HOP-62; B = M14; C = HOP-92; D = EKVX; E = MOLT-4; F = RPMI-8226; G = CCRF-CEM; H = A549/ATCC
Molecule: CC(C)C[C@H](C(=O)O)N(C)C(=O)[C@@H]1CCCN1C(=O)[C@H](C)O
  A: 99; B: 102; C: 94; D: 107; E: 104; F: 107; G: 105; H: 95

Molecule: CCOC(=O)c1c(SC)nn(-c2cc(=O)[nH]c3ccc(C)cc23)c1N
  A: 95; B: 107; C: 97; D: 88; E: 111; F: 88; G: 102; H: 101

Molecule: CC1(C)CC(=O)c2ncccc2O1
  A: 101; B: 97; C: 97; D: 96; E: 101; F: 100; G: 103; H: 99

Molecule: COc1ccc(CNc2nnc(C)c(C)n2)cc1
  A: 106; B: 107; C: 85; D: 106; E: x; F: 103; G: 92; H: 101

Molecule: CCOC(=O)C1=C(C)N=C2Sc3cc(OC(F)(F)F)ccc3N2[C@H]1c1ccccn1
  A: 48; B: 27; C: 68; D: 27; E: 30; F: 34; G: 43; H: 30

Molecule: OCCN(Cc1ccccn1)Cc1ccccn1
  A: 102; B: x; C: 90; D: 87; E: 99; F: 102; G: x; H: 99

Molecule: Cc1cc(N=C2NC(=O)/C(=C/c3ccco3)S2)no1
  A: 96; B: 88; C: 116; D: 100; E: 98; F: 93; G: 82; H: 95

Molecule: O=C1C=C(C(Cl)(Cl)Cl)OC(=O)C1
  A: x; B: 99; C: 77; D: 96; E: 80; F: 72; G: 86; H: 89

Molecule: NS(=O)(=O)c1ccc(NCCC(=NCCO)c2ccccc2)cc1
  A: 88; B: 100; C: 88; D: 93; E: 100; F: 91; G: 97; H: 100

Molecule: Cc1cccc(NC2=C(Cl)C(=O)c3nc(C)ccc3C2=O)c1
  A: 43; B: -45*; C: -69*; D: 76; E: -22*; F: x; G: 3.2*; H: 17

Look-ups from the results shown.
Under A549/ATCC, `CC(C)C[C@H](C(=O)O)N(C)C(=O)[C@@H]1CCCN1C(=O)[C@H](C)O` reads 95
Under EKVX, `O=C1C=C(C(Cl)(Cl)Cl)OC(=O)C1` reads 96

(more compounds)
Screens by letter: A = HOP-62; B = M14; C = HOP-92; D = EKVX; E = MOLT-4; F = RPMI-8226; G = CCRF-CEM; H = A549/ATCC
Molecule: CCN(CC)CCN[C@@H](c1ccccc1)[C@H](O)c1ccccc1
  A: 105; B: 105; C: 91; D: 105; E: 94; F: 103; G: 89; H: 72

Molecule: Cc1cc(C(C#N)c2ccc(Cl)cc2)c(Cl)cc1NC(=O)c1cc(I)cc(I)c1O (configuration not stated)
  A: x; B: 32; C: -12*; D: 41; E: 15; F: 14; G: 19; H: 71

Molecule: Nc1n[nH]c(-c2cc(Cl)ccc2O)c1-c1ccccc1
  A: 84; B: 94; C: 73; D: 73; E: 73; F: 91; G: 85; H: 82

Molecule: COc1cc(/C=C/C(=O)c2cccc(-n3cc(-c4ccc(Cl)cc4)[nH]c3=O)c2)ccc1O
  A: 130; B: 86; C: 57; D: 69; E: 24; F: 5.1*; G: 20; H: 77

Molecule: C=CC(=O)N1CCN(c2cccc(Oc3nccc(Nc4nnc(-c5ccc(OC)cc5)s4)n3)c2)CC1
  A: 79; B: 83; C: 77; D: 101; E: 102; F: 81; G: 94; H: 92

Molecule: COc1ccc(/C=N\NC(=O)c2cnn(CC(O)c3ccccc3)c2N)cc1OCc1ccc(F)cc1 (configuration not stated)
  A: 92; B: 76; C: 105; D: 91; E: 62; F: 67; G: 63; H: 88

Molecule: CC(C)CCNC(=O)/C=C/Cn1cc(Br)c2ncccc2c1=O
  A: 105; B: 106; C: 98; D: x; E: 104; F: 106; G: 83; H: 107

Molecule: Oc1ccccc1-c1nnc(COc2ccc(Cl)cc2Cl)o1
  A: 41; B: 42; C: x; D: 31; E: 20; F: 39; G: 15; H: 55

Molecule: COc1ccc(/C=N/NC(=O)c2cnn(CC(O)c3ccccc3)c2N)cc1Oc1ccccc1 (configuration not stated)
  A: 75; B: 108; C: 93; D: 95; E: 59; F: 53; G: 66; H: 81

Molecule: Cc1nc(C2CC2)[nH]c(=O)c1C(=O)Nc1cccc(C(=O)Nc2cccc(C(F)(F)F)c2)c1
  A: 102; B: 103; C: 106; D: 99; E: 87; F: 97; G: 99; H: 71

Of the compounds above, 6 have four or more nitrogen atoms:
Screens by letter: A = HOP-62; B = M14; C = HOP-92; D = EKVX; E = MOLT-4; F = RPMI-8226; G = CCRF-CEM; H = A549/ATCC
Molecule: CCOC(=O)c1c(SC)nn(-c2cc(=O)[nH]c3ccc(C)cc23)c1N
  A: 95; B: 107; C: 97; D: 88; E: 111; F: 88; G: 102; H: 101

Molecule: COc1ccc(CNc2nnc(C)c(C)n2)cc1
  A: 106; B: 107; C: 85; D: 106; E: x; F: 103; G: 92; H: 101

Molecule: C=CC(=O)N1CCN(c2cccc(Oc3nccc(Nc4nnc(-c5ccc(OC)cc5)s4)n3)c2)CC1
  A: 79; B: 83; C: 77; D: 101; E: 102; F: 81; G: 94; H: 92

Molecule: COc1ccc(/C=N\NC(=O)c2cnn(CC(O)c3ccccc3)c2N)cc1OCc1ccc(F)cc1 (configuration not stated)
  A: 92; B: 76; C: 105; D: 91; E: 62; F: 67; G: 63; H: 88

Molecule: COc1ccc(/C=N/NC(=O)c2cnn(CC(O)c3ccccc3)c2N)cc1Oc1ccccc1 (configuration not stated)
  A: 75; B: 108; C: 93; D: 95; E: 59; F: 53; G: 66; H: 81

Molecule: Cc1nc(C2CC2)[nH]c(=O)c1C(=O)Nc1cccc(C(=O)Nc2cccc(C(F)(F)F)c2)c1
  A: 102; B: 103; C: 106; D: 99; E: 87; F: 97; G: 99; H: 71

Other records.
Screens by letter: A = HOP-62; B = M14; C = HOP-92; D = EKVX; E = MOLT-4; F = RPMI-8226; G = CCRF-CEM; H = A549/ATCC
Molecule: NC(=O)C1(NC2CCCCC2)CCNCC1
  A: 94; B: 102; C: 110; D: 107; E: 96; F: 108; G: 104; H: 106

Molecule: Cc1nn(-c2ccccc2)c(N(C)Cc2ccccc2)c1C1CC(c2ccc(F)cc2)=NN1C=O (configuration not stated)
  A: 59; B: 77; C: 70; D: 82; E: 59; F: 70; G: 73; H: 63

Molecule: COc1cc(C(=O)n2nc(N3CCOCC3)c3cc(-n4cccc4)ccc32)cc(OC)c1OC
  A: 92; B: 53; C: 14; D: 61; E: 33; F: 43; G: 36; H: 73

Molecule: Oc1ccc(CCC2CCCCC2)c(O)c1
  A: 100; B: 106; C: 80; D: 104; E: 68; F: 94; G: 62; H: 101

Molecule: CC(C)C(C(=O)O)N1C(=O)/C(=C\c2ccc(-c3ccc(Cl)cc3)o2)SC1=S (configuration not stated)
  A: 126; B: 106; C: 105; D: 86; E: 101; F: 99; G: 100; H: 103

Molecule: CC1=C2C(=C[C@@](C)(COCOCCCl)[C@@H]2O)C(=O)[C@](C)(O)C12CC2
  A: -51*; B: -16*; C: -15*; D: -62*; E: -12*; F: 10; G: 3.2*; H: -1.9*

Molecule: CC(=O)ON1CCCC(P(=O)(OCCSC(=O)C(C)(C)C)OCCSC(=O)C(C)(C)C)C1=O (configuration not stated)
  A: 32; B: 34; C: 29; D: 23; E: 16; F: -17*; G: -6.3*; H: 33

Molecule: CN(CC(O)C(O)C(O)C(O)CO)c1oc(-c2ccccc2)nc1C#N (configuration not stated)
  A: 95; B: 101; C: 93; D: 102; E: 108; F: 104; G: 89; H: 89

Molecule: COc1ccc(/C=C2\Oc3cc(OCCN4CCCC4)ccc3C2=O)c(OC)c1OC
  A: 97; B: 88; C: 106; D: 106; E: 98; F: 108; G: x; H: 110

Molecule: O=C(O)c1ccc(-n2cc(/C=N/Nc3cccc(F)c3)c(-c3ccc(F)cc3F)n2)cc1
  A: 81; B: 86; C: 87; D: 70; E: 70; F: 69; G: 67; H: 100

Molecule: CN1C(=O)/C(=C\c2cnc(-c3cccnc3)s2)c2ccccc21
  A: 112; B: 104; C: 111; D: 79; E: 99; F: 103; G: 102; H: 103

Molecule: CC(C)C1=C[C@@]23CC[C@@H]4[C@](C)(CCC[C@@]4(C)C(=O)N4CCCNCC4)[C@H]2C[C@@H]1[C@H]1C(=O)CCC(=O)[C@H]13
  A: 97; B: 93; C: 101; D: 95; E: 96; F: 100; G: 101; H: 101

Molecule: CCOC(=O)C(CC)(COC)C(=O)OCC
  A: 110; B: 110; C: 101; D: x; E: 106; F: 103; G: 86; H: 98

Molecule: C=C(C)[C@@H]1CC[C@]2(C(=O)O)CC[C@]3(C)[C@H](CC[C@@H]4[C@@]5(C)C/C(=C/c6ccc(OC)cc6)C(=O)C(C)(C)[C@@H]5CC[C@]43C)[C@@H]12
  A: 24; B: 25; C: 19; D: 9.5*; E: 15; F: 16; G: 24; H: 17

Molecule: O=C1Nc2cc(Cl)ccc2/C1=C/c1ccc(OCc2ccc(Cl)cc2)cc1
  A: 103; B: 95; C: 102; D: 95; E: 93; F: 98; G: 97; H: 106

Molecule: CCCCCC[C@](C)(O)[C@H]1CC[C@H]2[C@@H]3C[C@H](O)[C@H]4C[C@@H](O)CC[C@]4(C)[C@H]3CC[C@@]21C
  A: 119; B: 102; C: 134; D: 102; E: 86; F: 94; G: 93; H: 95

Molecule: CC(C)[C@H](CN)NC[C@H](C)NS(=O)(=O)c1ccc(C(C)(C)C)cc1
  A: 95; B: 97; C: 72; D: 90; E: 93; F: 90; G: 91; H: 99

Molecule: O=C(Nc1ccccc1)Nc1cc(-c2ccccc2)on1
  A: 105; B: 103; C: 111; D: 102; E: 100; F: 109; G: 104; H: 99

Molecule: COc1ccc(C(=O)C(Br)C(Br)C(=O)O)cc1 (configuration not stated)
  A: 108; B: 89; C: x; D: x; E: 105; F: 110; G: x; H: x

Molecule: N=C(N)c1ccc(/C=C/c2ccc(C(=N)N)cc2O)cc1
  A: 93; B: 96; C: 98; D: 94; E: 146; F: x; G: 115; H: 99

Molecule: CCOC(=O)/C(C#N)=C/c1ccc(C)o1
  A: 113; B: 97; C: x; D: x; E: 91; F: 102; G: 100; H: 88

Molecule: C=C(C)c1ccc(C)cc1
  A: 112; B: 94; C: 86; D: 103; E: 94; F: 96; G: 93; H: 98

Molecule: COc1cc(/C=C2\CCCC3=C2NC(N)=NC3c2cc(OC)c(OC)c(OC)c2)cc(OC)c1OC (configuration not stated)
  A: 18; B: -36*; C: -1.0*; D: 56; E: -3.6*; F: -15*; G: 2.9*; H: -28*

Molecule: Cn1c(=O)c2[nH]c(=S)[nH]c2n(C)c1=O
  A: 107; B: 107; C: 104; D: 103; E: 123; F: 115; G: 103; H: 103

Molecule: Cc1ccc(C(=O)COc2cccc(/C=C3\Oc4ccccc4C3=O)c2)cc1
  A: 97; B: 101; C: 90; D: 97; E: 74; F: 106; G: x; H: 97

Molecule: CCOC(=O)c1csc(-c2csc(CCNC(=O)c3ccccc3)n2)n1
  A: 110; B: 109; C: 100; D: 124; E: 114; F: 103; G: 102; H: 94

Molecule: CSc1nn(-c2ccccc2)c2ncnc(Nc3ccc(C)cc3)c12
  A: 94; B: 89; C: x; D: x; E: 89; F: 69; G: 80; H: 77

Molecule: O=C1OC(N(Cc2ccccc2)Cc2ccccc2)c2ccccc21 (configuration not stated)
  A: 93; B: 99; C: x; D: 109; E: 80; F: x; G: x; H: 104

Molecule: Cc1cc(C)n(-c2ccc3nnc(-c4ccccc4)n3n2)n1
  A: 122; B: 129; C: 85; D: 88; E: x; F: 119; G: 112; H: 100

Molecule: c1ccc(C2OCCO2)nc1
  A: 96; B: 105; C: 87; D: x; E: 97; F: 100; G: 99; H: 96

Molecule: Cc1ccc(Cc2cnc(NC(=O)/C=C/c3cccc(C)c3)s2)cc1
  A: 18; B: -12*; C: 70; D: 29; E: 17; F: 3.4*; G: 9.0*; H: 16

Molecule: O=C1NN(C(=O)c2ccc([N+](=O)[O-])cc2)C(c2ccccc2)=N/C1=C\c1cn(-c2ccccc2)nc1-c1ccccc1
  A: 110; B: 107; C: 108; D: 108; E: 80; F: 92; G: 84; H: 103

Molecule: CN1CCN(c2nc(-c3cccnc3)nc3sc4c(c23)CCCCCC4)CC1
  A: 85; B: 101; C: -3.0*; D: x; E: 40; F: 81; G: 92; H: 91

Molecule: CS(=O)(=O)c1ccc(-c2nc3ccccc3n2CC(=O)N/N=C/c2ccccc2)cc1
  A: 89; B: 90; C: 96; D: 93; E: 117; F: 108; G: 104; H: 97

Molecule: Cc1nc2sc(C(=O)Nc3cccc(Cl)c3C)c(N)c2cc1C(C)O (configuration not stated)
  A: 26; B: 23; C: 43; D: 54; E: 13; F: 18; G: 14; H: 25

Molecule: CCCCCCCC/C=C\CCCCCCCC(=O)OCCCCCCCCCCCCC
  A: 121; B: 103; C: x; D: 101; E: 138; F: 105; G: 106; H: 95

Molecule: CC(C)(C)c1ccc(-c2nc(C#N)c(NC3CCS(=O)(=O)C3)o2)cc1 (configuration not stated)
  A: 105; B: 98; C: 103; D: 97; E: 84; F: 103; G: 91; H: 101

Molecule: c1ccc(Cc2cccnc2)cc1
  A: 99; B: 95; C: 90; D: 104; E: 99; F: 101; G: 93; H: 95

Molecule: Cn1cnc2c(SCc3ccccc3)ncnc21
  A: 96; B: 107; C: 98; D: 97; E: 115; F: 118; G: 123; H: 93

Molecule: Cc1ccc(N(N)C(N)=O)cc1
  A: 94; B: 105; C: 126; D: 98; E: 97; F: 108; G: 99; H: 102

Molecule: Cc1ccc(C)n1Cc1ccc(Cl)cc1
  A: 108; B: 103; C: 96; D: x; E: 75; F: 98; G: 89; H: 101
